Bioassay records deposited in PubChem by Southern Research Specialized Biocontainment Screening Center.
Rac1 GTP hydrolysis: MgcRacGAP GTPase-activating activity inhibitors, confirmation, biochemical, ADP Hunter fluorescence | MgcRacGAP-stimulated Rac1 GTP hydrolysis, ADP Hunter fluorescence; higher % means a stronger effect; GST-tagged Rac1 F28L mutant substrate | inhibition, % at 30 µM, or IC50 in µM where a hit was titrated | 340,000 tested, 0.6% active;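 active = first-screen hits whose inhibition reached a set limit at any dose in the follow-up dose series; inconclusive = inhibition above the set first-screen limit but never retested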;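 note: fluorescence reports GDP produced by GAP-driven GTP hydrolysis; strong numbers were not always called active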
Dengue-2 NS5 capping: Dengue-2 NS5 methyltransferase inhibitors, primary screen, biochemical, confirmation dose response (AID 588689); Dengue-2 NS5 methyltransferase capping enzyme assay, biochemical; higher % means a stronger effect; one-dose inhibition, % at 25 µM; IC50 in µM for titrated hits; 340,000 tested, 0.3% active; in the data active = a potency from the dose series; inconclusive = inhibition above about 29% without an active follow-up result
RSV CPE inhibition: RSV antiviral activity via CPE protection, HEp-2 cells, primary 10 µM value included (AID 2391); CPE inhibition, % at 10 µM; hits with a dose series show IC50 in µM; 310,000 tested, 0.13% active; HEp-2 cells, RSV-induced CPE inhibition; higher % means a stronger effect; in the data active = a potency from the dose series; inconclusive = CPE inhibition mostly from about 23% at the one dose, without a potency; inactive = the rest, 99 in 100 with CPE inhibition below about 21%; note: strong numbers were not always called active
An asterisk follows results filed as active; ? = inconclusive. These rows are one share of the data, so the mix of outcomes need not match the whole.

SMILES	Rac1 GTP hydrolysis	Dengue-2 NS5 capping	RSV CPE inhibition
Cc1ccc(C)c(S(=O)(=O)NCCC(=O)N2CCCC(C(N)=O)C2)c1 (stereo not drawn)	2.7%	1.1%	1.4%
CCCCCC(=O)Nc1cccc(S(=O)(=O)NC2=NCCC2)c1	6.0%	-7.4%	1.3%
Cc1noc(C)c1CCC(=O)Nc1c(C(C)C)cccc1C(C)C	-3.6%	-4.4%	1.0%
O=C(O)c1ccc(OS(=O)(=O)c2cccc(C(F)(F)F)c2)cc1	6.9%	-2.6%	0.5%
COc1cccc(NC(=O)CN(C)C(=O)CNC(=O)c2sc3ccccc3c2Cl)c1	0.7%	-5.8%	0.4%
COc1cccc(N2CCN(C(=O)c3ccccc3SCC(=O)NCc3ccco3)CC2)c1	-3.2%	7.1%	-0.1%
CCC(=O)NC(c1ccco1)c1cc(Cl)c2cccnc2c1OC (stereo not drawn)	7.5%	-5.5%	0.3%
NC(=O)c1cc(Cl)ccc1OCC(=O)Nc1ccc2c(c1)OCO2	8.1%	-1.4%	2.5%
Cc1ccc(Cl)cc1NC(=O)COC(=O)CN1C(=O)C2CCCCC2C1=O (stereo not drawn)	2.1%	-1.4%	2.0%
Cc1cc(C)c(NC(=O)CN(C)C(=O)CCC(=O)c2ccc(C)s2)c(C)c1	3.3%	-8.0%	-0.1%
CCNc1ccc(C(=O)OCC(=O)Nc2cc(C)on2)cc1[N+](=O)[O-]	4.5%	-0.7%	1.9%
CCOc1ccc(S(=O)(=O)N2CCC(C(=O)OC(C)C(=O)NC3CCCCC3C)CC2)cc1 (stereo not drawn)	8.1%	-2.6%	10.2%

Some entries already given with just Dengue-2 NS5 capping.
| Molecule | Dengue-2 NS5 capping |
| --- | --- |
| O=C(O)c1ccc(OS(=O)(=O)c2cccc(C(F)(F)F)c2)cc1 | -2.6% |
| COc1cccc(NC(=O)CN(C)C(=O)CNC(=O)c2sc3ccccc3c2Cl)c1 | -5.8% |

Other compounds:
SMILES	Rac1 GTP hydrolysis	Dengue-2 NS5 capping	RSV CPE inhibition
O=C(NCCN1CCOCC1)c1cccc(S(=O)(=O)Nc2ccc(Br)cc2)c1	2.4%	-6.6%	1.3%
CC(Sc1ccccn1)C(=O)NC1CCCC1 (stereo not drawn)	4.4%	-1.1%	0.3%
CCOc1ccc2nc(NC(=O)C3CSC4(C)CCC(=O)N34)sc2c1 (stereo not drawn)	-0.7%	-0.8%	2.7%
CCOc1ccccc1OCCCC(=O)Nc1cccc(S(=O)(=O)N2CCOCC2)c1	5.3%	-2.6%	2.3%
CCN(CC)C(CNC(=O)CSc1nnnn1-c1cccc(F)c1)c1ccco1 (stereo not drawn)	7.3%	-10.7%	-0.2%
CCCCN1CC(=O)N2[C@H]3c4ccc(OC)cc4OC[C@@H]3[C@H](C(=O)OCC)[C@]2(C)C1=O	3.7%	1.6%	-0.8%
COc1ccc(CCN(C)C(=O)C(CCSC)NC(=O)c2ccco2)cc1OC (stereo not drawn)	9.4%	4.5%	-0.7%
CCC(C)N(C(=O)COC(=O)CSc1ccc(C)c(C)c1)C1CCS(=O)(=O)C1 (stereo not drawn)	0.3%	-4.6%	0.1%
COc1ccc(-c2c(C#Cc3ccsc3)c3cc(-c4ccc5c(c4)OCO5)ccc3n2C)cc1	9.1%	-0.3%	1.3%
COc1cccc(NC(=O)CN(C)C(=O)c2ccccc2Sc2ccccc2C#N)c1	9.1%	-11.8%	-2.4%
CC(C)(C)C(=O)CSc1ccc(S(=O)(=O)N2CCCC2)cn1	-1.1%	-11.4%	0.6%
Cc1cc(=O)oc2cc(OCC(=O)N3CCCC3)c(Cl)cc12	6.0%	-2.3%	0.8%
CN(Cc1cccc(F)c1)C(=O)c1ccc(S(=O)(=O)N2CCOCC2)cc1	-2.0%	-10.4%	1.7%
Cc1ccc(S(C)(=O)=O)cc1C(=O)Nc1ccc(S(=O)(=O)Nc2nccs2)cc1	4.8%	2.2%	0.7%
COc1ccc(C(=O)Nc2ccncc2)cc1S(=O)(=O)N1CCOCC1	-3.8%	-3.8%	0.5%
C=CCn1c(SCC(=O)Nc2c(C)n(C)n(-c3ccccc3)c2=O)nc2ccccc2c1=O	2.5%	-7.3%	-0.1%
CC(OC(=O)CNC(=O)c1sc2ccccc2c1Cl)C(=O)NC1(C#N)CCCCC1 (stereo not drawn)	7.3%	-5.2%	0.9%
COc1cccc(/C=C/C(=O)OCC(=O)N(C)CC(=O)Nc2ccccc2Cl)c1OC	-0.2%	-13.1%	2.7%
Cc1ccc(S(=O)(=O)n2cc(-c3ccccc3)c3ccccc32)cc1	14.7%	-12.7%	5.6%
CC(C)c1ccc(S(=O)(=O)N2CCN(C(C)C(=O)N3CCCC3)CC2)cc1 (stereo not drawn)	5.9%	-1.5%	2.2%
COc1ccc(NC(=O)C2=NN(c3ccccc3)C(=O)CC2)cn1	4.9%	0.7%	-0.2%
CCN(CC(=O)Nc1cc(Cl)ccc1C)C(=O)c1nc2nc(C)cc(C)n2n1	-3.6%	1.5%	-0.3%
Cc1ccc(NC(=O)CN(C)C(C)C(=O)N2CC(C)CC(C)C2)cc1 (stereo not drawn)	2.7%	-7.1%	1.2%
Cc1cc(NC(=O)CSCC(=O)Nc2nc3ccccc3s2)no1	10.1%	-4.4%	1.2%
COc1ccc(S(=O)(=O)Cc2ccc(C(=O)N3CCN(c4ncccn4)CC3)o2)cc1	7.4%	0.7%	-1.3%
O=C(COC(=O)CCC1CCCC1)Nc1ccccc1Br	-0.9%	-2.3%	-0.5%
CC1Cc2ccccc2N1C(=O)CN(C)CC(=O)Nc1cccc(F)c1 (stereo not drawn)	1.6%	3.4%	0.1%
Cc1ccc(C(=O)N2CCCCC2)cc1NC1=C(Cl)C(=O)N(Cc2ccccc2)C1=O	?	-5.3%	3.1%
COc1ccccc1N1CCN(C(=O)CCNC(=O)c2ccco2)CC1	2.7%	-4.1%	1.4%
COc1ccc2cc(CO)n(C)c2c1	8.2%	3.2%	2.5%
CC(Sc1n[nH]c(-c2ccccc2F)n1)C(=O)Nc1ccc(S(N)(=O)=O)cc1 (stereo not drawn)	1.9%	-4.5%	1.7%
COc1cc2c(-c3ccc4cc[nH]c4c3)c(-c3ccsc3)oc(=O)c2cc1OC	4.2%	-4.8%	17.4%
CCc1ccc(C(=O)CCC(=O)Nc2ccc(OC)c(S(=O)(=O)N3CCCCC3)c2)cc1	10.8%	-7.4%	-0.2%
Cc1[nH][nH]c(=O)c1C	7.4%	2.4%	0.7%
Cn1c(=O)c2c(ncn2CC(=O)OCC(=O)Nc2ccc(F)cc2F)n(C)c1=O	1.6%	-9.9%	1.2%
CN(c1ccccc1)S(=O)(=O)c1ccc(Cl)c(C(=O)NCc2ccccc2CN2CCCC2)c1	8.9%	-9.5%	-0.4%
CCOC(=O)N1CCN(C(=O)COC(=O)c2cccc(C)c2[N+](=O)[O-])CC1	6.5%	-5.8%	-0.1%
COc1ccc(NC(=O)CN(C)C(=O)c2cn(-c3ccccc3)nc2-c2ccc(OC)cc2)cc1	6.7%	4.6%	2.2%
COc1ccc2nc(SCC(=O)Nc3ccc4[nH]c(=O)[nH]c4c3)[nH]c2c1	11.1%	-4.6%	0.2%
CC(C)c1ccc(CN(C)C(=O)c2ccc(S(=O)(=O)NCc3ccco3)cc2)cc1	4.9%	-0.7%	3.8%
CC(NS(=O)(=O)c1ccc(Cl)cc1)C(=O)OCC(=O)c1ccc[nH]1 (stereo not drawn)	3.5%	-8.0%	0.3%
O=S(=O)(c1c(F)cccc1F)N1CCCC2CCCCC21 (stereo not drawn)	5.0%	-8.1%	0.3%
CCC/C(=N/NC(=O)c1nnn(-c2nonc2N)c1CN1CCCCC1)c1ccccc1	-0.7%	-5.9%	0.1%
CC(NC(=O)c1ccccc1)C(=O)OCC(=O)c1c(N)n(C)c(=O)n(C)c1=O (stereo not drawn)	4.5%	-9.9%	2.9%
Cc1cc(C(=O)CN2CCN(CC(=O)Nc3ccc(F)cc3)CC2)c(C)n1C1CC1	0.5%	3.7%	0.3%
Cc1ccc(C)c(NC(=O)c2ccc3c(=O)n4c(nc3c2)CCC4)c1	9.2%	-3.8%	0.6%
COc1ccc(NC(=O)COC(=O)C2CC2)cc1S(=O)(=O)N1CCCCC1	-1.8%	0.0%	1.2%
CS(=O)(=O)c1ccc(Cl)c(NC(=O)C2CCN(S(=O)(=O)c3cccs3)CC2)c1	4.9%	3.0%	2.6%
CN(C)S(=O)(=O)n1cnc([C@H]2c3c(ncn3Cc3ccccc3)C[C@H]3COC(=O)[C@@H]32)c1	7.5%	6.4%	-0.4%
O=C(COC(=O)c1ccco1)Nc1ccc2[nH]c(=O)[nH]c2c1	0.5%	-8.4%	0.1%
CN(CC(=O)Nc1cccc(F)c1)C(=O)c1cccc(N2C(=O)CCC2=O)c1	2.2%	-2.2%	0.4%
C=CCOc1ccc(/C=C/C(=O)OCc2csc(CC(=O)Nc3ccccc3C)n2)cc1	2.6%	-3.7%	0.3%
Nn1c(SCC(=O)NCCc2ccc(F)cc2)nnc1C1CCCCC1	8.1%	-8.1%	1.4%
COc1ccccc1CNC(=O)c1cc(C2CC2)nc2c1cnn2C(C)C	1.7%	0.7%	-0.8%
COc1cc2ccccc2cc1C(=O)NC1CCCCC1	6.2%	-10.7%	1.6%
CC(Sc1nc(N)cc(N)n1)C(=O)Nc1ccc(N2CCOCC2)cc1 (stereo not drawn)	9.9%	-4.4%	0.4%
COc1ccc2cc(C(=O)N(C)CC(=O)Nc3ccccc3Br)ccc2c1	0.8%	-6.6%	5.0%
CC1(C)NC(=O)N(CC(=O)N2CCN(c3cccc(Cl)c3)CC2)C1=O	-2.6%	1.9%	0.3%
COCCN(C(=O)CSCC(=O)Nc1ccc(C)cc1)c1c(N)n(CC(C)C)c(=O)[nH]c1=O	2.2%	-13.9%	1.8%
NC(=O)c1ccc(NC(=O)COC(=O)CNC(=O)c2sc3ccccc3c2Cl)cc1	1.2%	4.3%	0.2%
Continued:
SMILES	Rac1 GTP hydrolysis	Dengue-2 NS5 capping	RSV CPE inhibition
O=C(NCC1CCCO1)c1cc([N+](=O)[O-])ccc1N1CCC(Cc2ccccc2)CC1 (stereo not drawn)	12.7%	-9.5%	0.7%
CC1CCCN(C(=O)c2ccc(Cl)c(S(=O)(=O)N3CCCCCC3)c2)C1 (stereo not drawn)	10.8%	-2.2%	0.8%
O=C(Nc1ccc(Cl)cc1)c1nc[nH]c1C(=O)NCc1ccccc1	8.4%	-5.5%	1.0%
COc1cccc(CNc2ncnc3ccc(-c4c(C)noc4C)cc23)c1	13.5%	-10.9%	0.3%
O=C(Cn1ncc(Cl)c(Cl)c1=O)NC1CCCCC1	11.6%	-7.6%	-1.9%
Cc1noc(C)c1COc1ccccc1C(=O)N(C)CC(=O)Nc1ccc(F)c(F)c1F	-0.7%	-9.2%	0.4%
CCOc1ncccc1C(=O)Nc1ccc(S(=O)(=O)Nc2nc(C)cc(C)n2)cc1	1.0%	-2.2%	0.8%
COc1ccc([C@@H](OC)[C@@]2(Cc3ccc(O)cc3)N=C(N)N(C)C2=O)cc1	0.0%	-7.1%	-0.9%
COCCn1c(SCC(=O)Nc2cccnc2Cl)nc2cc(Cl)ccc2c1=O	-3.8%	-0.4%	0.6%
O=C(COC(=O)Cc1cccs1)NCC(=O)Nc1ccc(F)cc1	4.5%	-2.9%	0.5%
Cc1cccc(C)c1NC(=O)CN1CCN(C(=O)CNC(=O)c2ccc(N3CCCC3=O)cc2)CC1	2.2%	3.9%	1.4%
Cc1ccc(S(N)(=O)=O)cc1	5.2%	-3.6%	1.8%
O=C1c2ccccc2NC(c2ccc(-c3cccc(F)c3)o2)N1O (stereo not drawn)	10.3%	-3.4%	0.9%
Cc1ccc(S(=O)(=O)N2CCCC2)cc1C(=O)NCCOc1ccccc1	2.0%	2.2%	1.0%
COc1ccc(CN(C)C(=O)CCc2ccc(S(=O)(=O)N3CCCCCC3)cc2)c(OC)c1	1.3%	6.6%	4.2%
O=C(Cc1c[nH]c2ccccc12)NCC(=O)Nc1ccc(F)c(F)c1F	3.7%	-11.9%	0.2%
C=CCN([C@@H](CC(C)C)C(=O)OC)S(=O)(=O)N(CC=C)[C@@H](CC(C)C)C(=O)OC	9.2%	-9.2%	7.0%
CC(OC(=O)c1ccccn1)C(=O)Nc1ccc2c(c1)OCCO2 (stereo not drawn)	-0.6%	-6.3%	0.8%
COc1cccc(NC(=O)CN(C)C(=O)c2ccc(-n3cncn3)c([N+](=O)[O-])c2)c1	5.8%	-7.3%	1.1%

5 entries out of the list above, ordered by the value under Dengue-2 NS5 capping, ascending:
SMILES	Rac1 GTP hydrolysis	Dengue-2 NS5 capping	RSV CPE inhibition
C=CCN([C@@H](CC(C)C)C(=O)OC)S(=O)(=O)N(CC=C)[C@@H](CC(C)C)C(=O)OC	9.2%	-9.2%	7.0%
COc1cccc(NC(=O)CN(C)C(=O)c2ccc(-n3cncn3)c([N+](=O)[O-])c2)c1	5.8%	-7.3%	1.1%
CC(OC(=O)c1ccccn1)C(=O)Nc1ccc2c(c1)OCCO2 (stereo not drawn)	-0.6%	-6.3%	0.8%
O=C1c2ccccc2NC(c2ccc(-c3cccc(F)c3)o2)N1O (stereo not drawn)	10.3%	-3.4%	0.9%
COc1ccc(CN(C)C(=O)CCc2ccc(S(=O)(=O)N3CCCCCC3)cc2)c(OC)c1	1.3%	6.6%	4.2%
